# Screening data (PubChem)
# CHO-K1 Ca antag = nonselective inhibitor or artifact in parental CHO-K1 cells; 0.6% of 360,000 active; AID 602250; ATP-induced calcium, Fluo-8 fluorescence; inhibition, % at 3 µM;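 active = inhibition above a per-plate cutoff, the plate's mean sample inhibition plus 3 SD, cut at about 24% in these data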;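 note: 0% = DMSO plus EC80 ATP and 100% = DMSO alone without ATP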
# TAAR1 ag = human TAAR1 agonists, primary screen, Fluo-8 calcium fluorescence, CHO RD-HGA16 cells; Trace amine-associated receptor 1 (Homo sapiens), Q96RJ0; 0.99% of 360,000 active; vehicle wells 0%, saturating PEA agonist 100%; AID 624467, 2012; activation, % at 3 µM;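 active = activation above the mean activation of all test compounds in the run plus 3 SD, cut at about 38% in these data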
#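 System: CHO-derived RD-HGA16 cells with stable Gα16 and human TAAR1 / Times: 17-24 h plating, Fluo-8 75 min 37 °C, 30 min RT / Technique: calcium-sensitive Fluo-8 signal, excitation 470-495, emission 515-575 nm / Measure: % activation relative to PEA EC100 response / Benchmarks: DMSO and PEA EC100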
# CHO parental Ca = ATP-evoked calcium signal inhibitors, parental CHO, primary screen, counter-screen for OX1R antagonist project, cell-based, fluorescence, Fluo-8 calcium dye; parental CHO-K1, ATP-induced calcium, Fluo-8 fluorescence; inhibition, % at 5.6 µM; 0.63% of 330,000 active; AID 463079, 2010;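 active = inhibition above that plate's mean sample inhibition plus 3 SD, cut at about 26% in these data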;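 note: 0% = ATP-challenged DMSO wells and 100% = DMSO wells without ATP; some compounds past the cut are filed as inactive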
#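 Material: parental CHO cells / Compound: single nominal dose of 5.6 µM per compound / Signal: Fluo-8 fluorescence / Replicates: singlicate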
# CHO-K1 Ca ag = counter-screen for M1 agonists: effect in parental CHO-K1 cells; Fluo-8 calcium fluorescence; scaled to maximal ATP response, vehicle zero; activation, % at 3 µM; 0.48% of 360,000 active; in the data active = activation above about 15%;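 note: untransfected CHO-K1 host cells lacking M1 receptor as counterscreen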
# V1R ag counter = agonists of human V1a receptor, primary screen, counter-screen for OXTR agonist project, fluorescence, CHO-V1R cells | Fluo-8 calcium fluorescence, agonist mode; 0% DMSO, 100% 3 nM vasopressin | activation, % at 3 µM | 0.25% of 320,000 active;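 active = activation above the mean activation of all tested compounds plus 3 SD, per screening run, cut at about 20% in these data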;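 note: signal is peak over basal fluorescence ratio across a 100 second FLIPR read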
# Target sequence (P37288 whole entry, looked up): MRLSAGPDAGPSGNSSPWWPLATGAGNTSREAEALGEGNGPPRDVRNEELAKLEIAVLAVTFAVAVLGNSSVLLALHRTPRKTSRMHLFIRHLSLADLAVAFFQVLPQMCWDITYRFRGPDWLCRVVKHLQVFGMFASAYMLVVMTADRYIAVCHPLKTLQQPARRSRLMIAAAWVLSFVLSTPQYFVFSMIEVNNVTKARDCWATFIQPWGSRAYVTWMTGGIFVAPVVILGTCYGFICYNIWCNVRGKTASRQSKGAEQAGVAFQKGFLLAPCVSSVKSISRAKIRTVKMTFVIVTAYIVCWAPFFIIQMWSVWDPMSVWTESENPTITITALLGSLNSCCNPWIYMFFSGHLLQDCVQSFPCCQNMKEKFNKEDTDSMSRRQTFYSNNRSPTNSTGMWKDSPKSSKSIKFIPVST
# CHRM1 agonist = human M1 muscarinic receptor agonists, primary screen, Fluo-8 calcium fluorescence, CHO-K1 cells, HTS; CHO-K1 hM1, agonist mode; 0% DMSO, 100% acetylcholine EC100; Muscarinic acetylcholine receptor M1 (Homo sapiens), P11229; 0.33% of 360,000 active; activation, % at 3 µM;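 active = activation above the run's mean compound activation plus 3 SD, cut at about 16% in these data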;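 note: peak over basal fluorescence ratio within a 140 s kinetic read after compound addition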
# M1 PAM parental = nonselective calcium activators in parental CHO-K1 cells, primary screen, counter-screen for M1 PAM project, cell-based, Fluo-8 calcium fluorescence, full deck, 1536-well. ATP EC20; 0% at ATP EC20, 100% at ATP max. activation, % at 3 µM. 0.02% of 360,000 active;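 active = activation above the run cutoff, the mean activation of all test compounds plus 3 SD, cut at about 40% in these data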;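 note: peak over basal fluorescence ratio in a 140 s read after ATP addition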
# TAAR1 antag = human TAAR1 antagonists, primary screen, Fluo-8 calcium fluorescence, CHO RD-HGA16 cells; antagonist; inhibition, % at 3 µM; 1.5% of 360,000 active; AID 624466, 2012;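 active = inhibition above a per-plate cutoff, the mean inhibition of test compounds on that plate plus 3 SD, cut at about 49% in these data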;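 note: 0% = DMSO plus EC80 beta-PEA response and 100% = DMSO alone without agonist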
#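 Material: RD-HGA16 CHO cells with stable hTAAR1 and Gα16; Dosing: single nominal final test compound concentration of 3 µM; Schedule: seeding 17-24 h prior, 75-min 37 °C, 30-min RT dye loading; Detection: kinetic Fluo-8 calcium fluorescence measurement; Measure: % inhibition from peak post-agonist over basal fluorescence ratio; Benchmarks: vehicle and agonist controls.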
# OXTR potentiator = human OXTR potentiators, primary screen, fluorescence, CHO-OTR cells, Fluo-8 calcium. Oxytocin receptor (Homo sapiens), P30559. Fluo-8 calcium fluorescence, potentiator mode; 0% = oxytocin EC15, 100% = EC100. activation, % at 3 µM. 0.061% of 320,000 active;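 active = activation above that plate's cutoff, the mean activation of tested compounds plus 3 SD, cut at about 6.6% in these data, passing the limit was not always enough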;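 note: 100% uses oxytocin at 75 nM as the full agonist control; some results filed as inactive read as strong as hits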
# Target sequence (P30559 whole entry, looked up): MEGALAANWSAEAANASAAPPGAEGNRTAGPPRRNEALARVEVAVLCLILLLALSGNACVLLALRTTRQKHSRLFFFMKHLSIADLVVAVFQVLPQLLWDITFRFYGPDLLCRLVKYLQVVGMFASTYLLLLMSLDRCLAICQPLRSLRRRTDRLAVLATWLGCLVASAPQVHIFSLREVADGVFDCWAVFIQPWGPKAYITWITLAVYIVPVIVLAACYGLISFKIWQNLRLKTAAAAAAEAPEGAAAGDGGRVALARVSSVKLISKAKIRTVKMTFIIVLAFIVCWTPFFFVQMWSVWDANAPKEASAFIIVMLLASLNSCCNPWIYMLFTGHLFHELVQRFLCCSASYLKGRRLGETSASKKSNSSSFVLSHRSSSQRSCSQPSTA
#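 System: human OTR in CHO cells; Also added: sub-maximal oxytocin, roughly EC15; Timing: compound 6 min at room temperature before oxytocin, 100 s read; Technique: Fluo-8 intracellular calcium fluorescence, ex 470-495, em 515-575 nm; Controls: oxytocin EC15 low and EC100 high; Replication: singlicate.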
# * hit, by the source's call; · = not tested or not shown.
SMILES,CHO-K1 Ca antag,TAAR1 ag,CHO parental Ca,CHO-K1 Ca ag,V1R ag counter,CHRM1 agonist,M1 PAM parental,TAAR1 antag,OXTR potentiator
CC(C)(C)c1ccc(C(=O)NCCC(=O)N2CCCC2)cc1,-14,-3,0,0.9,-0.1,1,-11,-6,-2
O=C(CCCOc1ccc(Cl)cc1Cl)NCc1ccccn1,-10,-1,-11,0.3,-0.4,-6,9,13,-8
COC(=O)C1=C(C)NC(C)=C(C(=O)OC(C)C)C1c1cccc2nonc12 (configuration not stated),-7,-1,-11,0.3,-0.9,-6,21,-19,0
CC1CCCN(C(=O)c2ccc([N+](=O)[O-])o2)C1 (configuration not stated),-2,1,-9,0.1,2.8,-4,1,-17,3
O=C(CN1C(=O)NC2(CCCCCC2)C1=O)Nc1ccc(Br)cc1Br,-9,-3,-18,-0.2,-0.5,-2,7,-43,-6
COc1cc2c(cc1OC)CN(CCOc1ccc(Br)cc1)CC2,16,2,-16,5.5,2.7,-7,-10,0,-12
COC(=O)c1c(NC(=O)Cc2cccs2)sc2c1CCC(C)C2 (configuration not stated),9,7,-14,-0.1,0.1,-6,-5,5,-2
COc1ccc(NC(=O)CC2C(=O)OCC3CCCCN32)cc1Cl (configuration not stated),-3,2,-17,2.2,2.7,6,12,-6,-9
O=C(COc1ncnc2c(Cl)cc(Cl)cc12)NC1CCCCCC1,-1,6,2,0.1,0.7,-1,17,-5,-5
Cc1ccc(Oc2ncnc3sccc23)cc1,-2,-2,6,0.2,-0.7,-8,9,12,-7
O=C(Nc1ccccc1Cl)c1cc(C2CCCN(S(=O)(=O)c3cccs3)C2)on1 (configuration not stated),-14,2,·,0.6,·,-3,11,-15,·
Cc1cc(S(=O)(=O)N(Cc2ccccn2)Cc2ccco2)ccc1-n1cnnn1,-11,2,-4,1.1,1.1,-2,0,-10,-3
Cc1ccc(NC(=O)c2cc3ccccc3o2)cc1S(=O)(=O)N(C)C,-16,20,·,1.9,·,-1,-7,23,·
O=C(CCCC(=O)OCC(=O)c1ccc(Cl)cc1Cl)Nc1cc(C(F)(F)F)ccc1Cl,2,2,-15,1.5,0.8,-5,12,27,-10
O=C(Cc1ccc(-n2c(=O)c3sccc3n(Cc3ccc(F)cc3)c2=O)cc1)NCc1ccco1,-7,0,-14,0.4,0.1,1,0,-22,-2
C=C(C)C1CC=C(C)/C(=N/Nc2ccccc2[N+](=O)[O-])C1 (configuration not stated),-6,4,-9,0.1,-0.4,-5,12,-53,-1
O=C(Cn1cc(C(=O)c2cccs2)c2ccccc21)NCc1cccs1,2,8,-15,3.2,0.1,-2,14,14,-13
O=C(O)c1ccc2cccc(Cl)c2c1O,-13,12,10,0.4,0.7,-2,20,-8,-13
Cc1cc(OCCCn2ccnc2)cc(C(C)C)c1,-2,1,-5,3.7,-0.5,-7,4,-14,-1
CC(C)CS(=O)(=O)C1=NN2C(=N)/C(=C\c3ccc(OC(=O)c4ccco4)cc3)C(=O)N=C2S1,-17,-2,-4,0.8,0.2,-1,26,-19,-7
COc1ccc(-c2nnn3c2nc(NCc2ccccc2)c2ccccc23)cc1,-7,10,-10,0.2,0.0,-4,14,10,-4
COc1cc(O)ccc1C=O,-9,2,-3,0.6,0.4,-1,0,-20,-4
Cc1cccc(N2CCN(C(=O)Cn3nc(Cc4ccncc4)c4ccccc4c3=O)CC2)c1C,2,1,-27,1.6,-1.3,-8,-8,-21,-5
c1coc(CSSCc2ccco2)c1,-12,5,-7,0.3,-0.8,-5,7,-22,-4
CC(=O)c1ccccc1OCc1ccc(C(=O)c2ccccc2)cc1,-2,1,14,8.6,2.6,-5,7,72*,-10

# An excerpt from above in order of the CHRM1 agonist value, smallest number first:
canonical_smiles | CHRM1 agonist
COc1cc2c(cc1OC)CN(CCOc1ccc(Br)cc1)CC2 | -7
O=C(Nc1ccccc1Cl)c1cc(C2CCCN(S(=O)(=O)c3cccs3)C2)on1 (configuration not stated) | -3
O=C(Cn1cc(C(=O)c2cccs2)c2ccccc21)NCc1cccs1 | -2
COc1cc(O)ccc1C=O | -1

# (listing goes on)
SMILES,CHO-K1 Ca antag,TAAR1 ag,CHO parental Ca,CHO-K1 Ca ag,V1R ag counter,CHRM1 agonist,M1 PAM parental,TAAR1 antag,OXTR potentiator
CCC(=O)N(Cc1c(C)nn(-c2ccccc2)c1Cl)c1ccc(Cl)cc1,-20,-2,-23,-0.1,0.0,-10,18,5,-10
COc1cc(N2CCCC2)c(OC)cc1/C=C(/C#N)c1ccc(F)cc1,-13,2,6,1.5,4.1,1,11,5,0
C[C@H]1CN([C@@H](C)CO)C(=O)c2cc(Br)cnc2O[C@H]1CN(C)C(=O)Cc1ccccn1,-3,5,·,0.4,·,-1,14,-5,·
O=c1c2c(-c3cccs3)csc2ncn1-n1cccc1,0,2,-18,-0.3,-0.9,-5,9,7,2
Cc1cc(C)c2c(=O)[nH]n(C3CCCCCC3)c2n1,-11,13,-2,0.2,-0.7,-3,11,-20,-7
Cc1cc(C)c(S(=O)(=O)Nc2c(C)n(C)n(-c3ccccc3)c2=O)cc1[N+](=O)[O-],-16,2,·,1.4,·,-7,15,-20,·
CC(C)[C@H](NC(N)=O)C(=O)Nc1cccc(S(=O)(=O)NC2=NCCCCC2)c1,-7,2,·,0.2,·,-1,7,-11,·
CSc1ccccc1OCc1cc(C(=O)N2CCc3sccc3C2)no1,-11,-3,-24,3.9,1.1,-4,-8,6,-7
CCN1C(=O)C2(C(C#N)=C(N)Oc3n[nH]c(-c4ccc(Cl)cc4)c32)c2ccccc21 (configuration not stated),-8,1,-11,1.1,-0.1,-5,22,-10,-1
O=C(NCCN1CCOCC1)/C(=C/c1ccccc1)NC(=O)c1ccccc1,-6,-2,11,1.2,-0.7,-5,10,4,-15
COc1ccccc1NC(=O)/C(C#N)=C/c1c(C)nn(-c2ccc(F)cc2)c1Cl,-11,10,1,0.1,-0.4,-3,23,-5,4
C[C@H](NC(=O)c1nc[nH]c1C(=O)N[C@@H](C)c1ccccc1)C(=O)OC(C)(C)C,-4,8,-18,-1.1,-1.7,-4,0,8,-3
Cc1ccc(C)c(SCC(=O)Nc2cccc(S(=O)(=O)NC3=NCCCCC3)c2)c1,0,1,-15,1.4,2.8,-5,7,-5,-10
COc1ccc(/C=N/NC(=O)c2ccn[nH]2)cc1Cn1cc([N+](=O)[O-])cn1,-12,1,-17,0.6,1.8,-4,19,-22,-3
CCOC(CNC(=O)c1ccc2c(c1)ncn2-c1ccc(F)c(F)c1)OCC,0,-2,0,0.1,-1.0,-3,7,1,3
Cc1onc(-c2c(F)cccc2Cl)c1C(=O)NCc1ccccc1,-6,2,-21,1.0,0.7,-6,10,-13,-2
COc1ccc2nc(SCC(=O)NCCc3ccccc3)[nH]c2c1,-9,2,-26,0.8,-1.2,-4,4,1,-2
CCNC(=S)NNc1ccccc1,7,2,-2,-0.2,-1.9,-5,-24,-2,2
Nc1ccc(CCc2ccccn2)cc1,-15,7,·,1.3,·,-2,-3,-10,·
O=S1(=O)CCN2C(=N1)SC1=C2CCN(Cc2ccccc2)C1,-13,12,2,0.5,2.2,-4,16,-5,-10
Cc1nn(C)c(C(=O)NNC(=S)NCc2ccco2)c1Cl,7,1,3,0.0,0.8,-2,-1,-3,-14
O=C(Nc1cccc(S(=O)(=O)Nc2ccc(Cl)cc2)c1)c1ccccn1,6,0,-23,0.5,3.0,-1,-13,9,-4
CC(OC(=O)c1ccc2c(=O)n3c(nc2c1)CCCCC3)C(=O)Nc1ccc(F)cc1Cl (configuration not stated),-9,0,-4,3.9,0.3,-6,21,-4,-4
COc1ccc(NCc2nnc(SCC(=O)c3ccc(OC)cc3)o2)cc1,-9,5,-11,1.8,1.7,-3,6,0,-5
COC(=O)c1sc(NC(=O)CSc2nc3cccnc3n2C)nc1C,-11,8,-6,3.7,5.4,4,7,-3,-10
O=C(Nc1ccc(F)c(Cl)c1)c1cc(C2CCCCN2C(=O)c2ccc3c(c2)CCO3)on1 (configuration not stated),1,1,·,1.8,·,-3,-14,17,·
O=C(Nc1ccc(F)cc1F)C1CC(=O)N(Cc2ccccc2)C1 (configuration not stated),0,4,0,1.0,1.2,1,-22,-5,-2

# One compound at a time (already shown). Screens in order: CHO-K1 Ca antag | TAAR1 ag | CHO parental Ca | CHO-K1 Ca ag | V1R ag counter | CHRM1 agonist | M1 PAM parental | TAAR1 antag | OXTR potentiator
# `O=C(Nc1ccc(F)cc1F)C1CC(=O)N(Cc2ccccc2)C1` (configuration not stated) reads 0 | 4 | 0 | 1.0 | 1.2 | 1 | -22 | -5 | -2
# `Cc1cc(C)c2c(=O)[nH]n(C3CCCCCC3)c2n1` reads -11 | 13 | -2 | 0.2 | -0.7 | -3 | 11 | -20 | -7
# `O=C(Nc1cccc(S(=O)(=O)Nc2ccc(Cl)cc2)c1)c1ccccn1` reads 6 | 0 | -23 | 0.5 | 3.0 | -1 | -13 | 9 | -4
# `COc1cc(N2CCCC2)c(OC)cc1/C=C(/C#N)c1ccc(F)cc1` reads -13 | 2 | 6 | 1.5 | 4.1 | 1 | 11 | 5 | 0
# `COc1ccc2nc(SCC(=O)NCCc3ccccc3)[nH]c2c1` reads -9 | 2 | -26 | 0.8 | -1.2 | -4 | 4 | 1 | -2

# Reformatted with each value named: entries from further up.
molecule: CCC(=O)N(Cc1c(C)nn(-c2ccccc2)c1Cl)c1ccc(Cl)cc1
- CHO-K1 Ca antag: -20
- TAAR1 ag: -2
- CHO parental Ca: -23
- CHO-K1 Ca ag: -0.1
- V1R ag counter: 0.0
- CHRM1 agonist: -10
- M1 PAM parental: 18
- TAAR1 antag: 5
- OXTR potentiator: -10
molecule: CC(OC(=O)c1ccc2c(=O)n3c(nc2c1)CCCCC3)C(=O)Nc1ccc(F)cc1Cl (configuration not stated)
- CHO-K1 Ca antag: -9
- TAAR1 ag: 0
- CHO parental Ca: -4
- CHO-K1 Ca ag: 3.9
- V1R ag counter: 0.3
- CHRM1 agonist: -6
- M1 PAM parental: 21
- TAAR1 antag: -4
- OXTR potentiator: -4
